MCF10A rereplic: inducers of DNA re-replication in MCF 10A breast cells; MCF 10A DNA re-replication, Hoechst nuclear intensity, 48 h; Potency, µM (titrated, usually from 46.1 µM), for inactives: at the top dose activity, positive = re-replication, actives largely listed as activators; actives 2.9% (n = 350,000); further: potency means the concentration at half of the fitted maximal effect; % of control where 0% means no effect; nearly all actives have a fitted effect of over 50% in size
ATXN2 expr inh: reduces ATXN2 reporter expression in HEK-293 cells | Potency, µM (highest dose often 57 µM), inactives show at the highest dose activity change, negative = inhibition, most hits filed as inhibitors | actives 0.72% (n = 360,000) | HEK-293 ATXN2-luciferase reporter, luminescence, 24 h; further: potency means the concentration at half of the fitted maximal effect; on the % scale 0 is the no-effect control and ±100 the full control effect; nearly all actives have a fitted effect of over 55% in size
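qHTS (up to 57 uM final) was run with 24 h compound exposure of reporter cells at 37 °C. Each well was multiplexed: SteadyGlo luminescence measured ATXN2-luciferase expression after a fluorogenic Gly-Phe-AFC viability readout (25 uM final).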
HT1080-NT tox: kills 2HG-producing HT-1080-NT fibrosarcoma cells. HT-1080-NT fibrosarcoma viability, CellTiter-Glo ATP luminescence, 48 h. actives 1.6% (n = 360,000). AID 686970. Potency, µM (series often up to 46.1 µM), for the others: at the highest dose activity, negative = less viability, usual class: cytotoxic;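 further: NT is the 2HG producing partner of a matched IDH1 knockdown line; potency means the concentration at half of the fitted maximal effect; 0% = DMSO-treated cells and -100% = media-only wells without cells; nearly all actives have a fitted effect of over 55% in size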
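Compounds were tested in concentration-response format on HT-1080-NT cells for 48 hours at 37 degrees C. Cell viability came from CellTiter-Glo luminescence; curves were classified by r2, response magnitude and activity.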
HT1080 IDH1KD tx: toxicity to HT-1080 IDH1 knockdown cells (counter line); HT-1080 IDH1 knockdown viability, ATP luminescence, 48 h; Potency, µM (top dose mostly 46.1 µM), for the others: at the top dose activity, negative = toxicity, hits mostly cytotoxic; actives 2% (n = 360,000);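 further: potency means the concentration at half of the fitted maximal effect; 0% = DMSO wells and -100% = cell-free medium wells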
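CellTiter-Glo luminescence after 48 h compound exposure at 37 degrees C of IDH1-knockdown HT-1080 cells in 5% FBS RPMI. %Activity scaled between DMSO wells and cell-free media wells, with curves fitted and assigned curve classes.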
SW480 rereplic: inducers of DNA re-replication in SW480 colon cancer cells; SW480 DNA re-replication, Hoechst DNA content imaging, 48 h; Potency, µM (top dose mostly 46.1 µM), without a hit: at the top dose re-replication activation, hits mostly activators; actives 1.8% (n = 340,000); AID 624297; further: potency means the concentration at half of the fitted maximal effect; % of control where 0% means no effect; nearly all actives have a fitted effect of over 55% in size
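Treated cells incubate 48 hr (37 C, 5% CO2), are stained 40 min with Hoechst, and nuclear fluorescence is enumerated; a rise in nuclei with high DNA signal marks re-replication.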
S2 tox: cell viability loss in ATXN counter-screen; Potency, µM (doses to about 56.7 µM), most hits filed as cytotoxic; actives 0.49% (n = 400,000); S2 cells (HEK-293 line with an ATXN2-luciferase reporter) viability, CellTiter-Fluor protease fluorescence, 24 h; further: potency means the concentration at half of the fitted maximal effect; nearly all actives have a fitted effect of over 40% in size
IL-1B inflam inh: inhibitors of inflammasome signaling (IL-1 beta secretion); actives 4.7% (n = 360,000); AID 743279; THP-1 LPS/ATP IL-1B secretion, AlphaLISA, 16 h; stronger effect = lower value; activity change, % at 57.5 µM; in the data active means activity change below about -50%; inconclusive means mostly about -30% to -49%; further: on the % scale 0 is the no-effect control and ±100 the full control effect
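THP-1 cells pretreated 1 hr with compounds (up to 57.5 uM final), then stimulated with LPS (250 ng/mL final) plus ATP (1.25 mM final); secreted IL-1B measured by AlphaLISA after 16 hr, decreased signal indicating inhibition.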
KB-3-1 cytotox: kills parental KB-3-1 adenocarcinoma cells; KB-3-1 viability, CellTiter-Glo ATP luminescence, 72 h; Potency, µM (titrated, usually from 46.1 µM), for the others: top-dose activity change, negative = cytotoxic, most hits filed as cytotoxic; actives 1.4% (n = 400,000); AID 1347075; further: potency means the concentration at half of the fitted maximal effect; on the % scale 0 is the no-effect control and ±100 the full control effect; nearly all actives have a fitted effect of over 60% in size
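Here the drug-naive KB-3-1 line serves as comparator for MDR sub-line selectivity; cells received compound titrations, 72 h at 37 °C, then CellTiter-Glo readout.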
HepG2 tox: counter-screen for TGF-b inhibitors: cytotoxicity in HepG2 cells; Potency, µM (top dose mostly 46.1 µM), for inactives: at the top dose activity change, negative = cytotoxicity, actives largely listed as cytotoxic; HepG2 CAGA-GFP viability, ATP luminescence, 18 h; AID 588856; actives 0.76% (n = 410,000); further: potency means the concentration at half of the fitted maximal effect; some results filed as inactive show a strong effect at the top dose
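HepG2 CAGA-GFP cells (1000/well, DMEM with 1% FBS) received compound, then TGF-beta at 500 pg/mL final, and were incubated 18 hours at 37 degrees C. Viability was read by CellTiter-Glo luminescence. Media-only wells were set as complete cell-killing and DMSO as no toxicity.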
Active calls of the source: *; i = inactive; u = inconclusive; x = no result given; [ ] = another dose, or the depositor's remark. Unless noted, the call rests on the fitted dose curve; in most records, active means well fitted curve in the direction sought with a large enough effect; inconclusive means small, poorly fitted or top-dose-only effect, or another doubt; inactive means no such curve, though single readings can be large; an effect the other way counts as inactive or inconclusive.

SMILES	SW480 rereplic	KB-3-1 cytotox	HepG2 tox	HT1080-NT tox	IL-1B inflam inh	HT1080 IDH1KD tx	S2 tox	MCF10A rereplic	ATXN2 expr inh
N/C(=N\c1nc2c(c(=O)[nH]1)CCC2)Nc1cccc2ccccc12	0%	23µM*	-2%	6%	22	-14%	i	-8%	-17%
COc1cccc(NC(=O)c2ccc3nc(CCc4ccccc4)oc3c2)c1	x	9%	-34%	x	x	x	i	x	15%
O=C(COc1ccccc1)Nc1ccc2c(c1)nc1n2CCOC1	-28%	27%	9%	5%	3	2%	i	8%	26%
CCc1ccc(C2Sc3ccccc3NC3=C2C(=O)c2ccccc23)cc1 (configuration not stated)	x	-3%	-33%	x	x	x	28µM*	x	-37%
COc1ccc(C(=O)c2cccc(C(=O)c3ccc(OC)c(C)c3)c2)cc1C	u	1%	5%	12%	13	0%	i	-2%	-11%
CC1=C/C(=C(\c2ccc(O)c(C)c2)c2ccccc2S(=O)(=O)O)C=CC1=O	0%	7%	9%	2%	7	4%	i	10%	7%
O=C(NCc1ccccc1Cl)c1csc(COCCO)n1	x	0%	12%	14%	0	5%	i	x	10%
CCN(CC)c1ccc(C2C3CCCCC3(O)CCN2C(=O)c2cccs2)cc1 (configuration not stated)	1%	-27%	-9%	-1%	-21	-2%	i	-4%	0%
COc1ccc(C)cc1NC(=O)C1CCN(S(=O)(=O)c2ccccc2)CC1	-7%	4%	0%	12%	-3	10%	i	24%	-8%
CCN(c1ccccc1)S(=O)(=O)c1ccc(C(=O)Nc2ccc(C)cn2)cc1	-47%[inhibitor]	-18%	-4%	-3%	-24	-1%	i	u	-7%
COCCCNC(=O)CCc1nc2cccnc2n1Cc1ccccc1	-5%	-1%	-5%	7%	1	-5%	u	5%	-5%
COc1ccc(-c2ccc3c(c2)S(=O)(=O)c2cccc(C(=O)NCCOc4ccccc4Cl)c2C3=O)cc1OC	5%	u	-51%	-3%	159	8%	i	u	6%
Cc1ccc(S(=O)(=O)NC2=NCN(C3CCCCC3)CN2)cc1	-5%	-3%	-15%	3%	37	7%	i	9%	-39%
COc1ccc(/C=C/CN2CCN(Cc3ccccc3)C(CCO)C2)cc1 (configuration not stated)	u	6%	3%	-3%	-8	-17%	i	5%	7%
CC1(C(=O)Nc2nccs2)Cc2ccccc2C(=O)O1 (configuration not stated)	-11%	3%	8%	10%	0	3%	i	0%	1%
c1ccc(-c2ccccc2OCCn2cncn2)cc1	-3%	14%	-4%	-1%	11	4%	i	0%	5%
COc1ccccc1CN1C[C@@H]2C[C@@H](c3cccc(C)n3)N3CCC[C@@]23C1=O	1%	-4%	14%	7%	31	2%	i	4%	-3%
CN(CC(=O)NNC(=O)CNC(=O)c1ccccc1F)S(=O)(=O)c1ccc(Cl)cc1	-16%	16%	2%	-3%	0	-2%	i	-1%	0%
Cc1nc2ccccc2c(=O)n1/N=C/c1ccc2ccccc2c1O	16µM*	u	-47%	u	200	u	u	2%	x
Cc1cc(NC(=O)c2cccc(S(=O)(=O)Nc3cccc(C(=O)O)c3)c2)no1	0%	5%	2%	21%	21	6%	i	u	-3%
O=C(/C=C/c1ccoc1)c1ccccc1O	-2%	18%	-2%	3%	30	-1%	i	22%	-2%
Cc1csc(NC(=O)c2ccc(C)s2)n1	16%	4%	-46%	-16%	9	-21%	i	22%	16%
O=C1NCCCN1Cc1ccc(Cl)cc1	0%	17%	-28%	13%	3	14%	i	-14%	14%
O=C(Cc1cccc(NC(=O)C2CCCN(C(=O)C3CCCCC3)C2)c1)Nc1cccc(C(=O)N2CCOCC2)c1 (configuration not stated)	-10%[9.22 µM]	18%	5%	14%	4	12%	i	-85%[inhibitor]	5%
O=C(Cn1cnc2ccccc2c1=O)c1ccccc1	-4%	-1%	5%	2%	6	6%	i	u	40%[activator]
O=C(NCCCN1CCCC1)c1ccc(CS(=O)(=O)c2c(Cl)cccc2Cl)o1	-2%	-1%	-21%	-2%	3	-1%	i	13%	-5%
COc1cccc(NC(=O)CSc2nc(=O)n(Cc3ccco3)c3c2CCC3)c1	x	8%	-19%	x	x	x	i	x	-15%
COc1ccc(C(=O)Nc2cccc(C(=O)N/N=C/c3ccc(OC)cc3OC)c2)cc1	-3%	14%	9%	-6%	-18	-15%	i	4%	11µM*
CCOC(=O)c1cc2sc(C)cc2n1CC(=O)N(CC)CC	-7%	-2%	-27%	20%	-16	9%	i	0%	1%
COc1ccc(Nc2ccc(C(=O)O)cc2[N+](=O)[O-])cc1	0%	-9%	1%	7%	27	12%	i	2%	2%
O=C(CSc1nnc(-c2ccccc2)n1C1CCCCC1)N1CCCC1	-4%	-5%	-1%	-2%	-16	1%[9.24 µM]	i	2%	-6%
Cc1cnc(C(=O)OCC(=O)Nc2sc3c(c2C(N)=O)CCCC3)cn1	-6%	11%	0%	2%	8	11%	i	-5%	-9%
CCc1cccc(NC(=O)CSc2ncc3c(n2)-c2ccccc2N(Cc2ccccc2C)S3(=O)=O)c1	x	-2%	-3%	x	x	x	i	x	-3%
COCCC(=O)N1CCC(Oc2ccc(C(=O)NCc3ccon3)cc2)CC1	-9%	x	-29%	6%	7	6%	u	-8%	2%
O=C(C(=O)N1CCN(CCN2CCOCC2)CC1)c1ccccc1	x	-2%	x	-1%	0	17%	x	x	x
Cc1ccc2c(c1)-c1nc(-c3ccccc3)cc(-c3ccccc3)c1CO2	x	1%	-17%	x	x	x	i	x	-6%
CC(=O)c1c(C)[nH]c(C(=O)Nc2cccnc2)c1C	-4%	23%	0%	1%	28	15%	i	0%	11%
Cc1ccc(CN2CCC(c3cc(-c4cccs4)n[nH]3)CC2)cc1	10%	-16%	-26%	u	-86*	u	i	u	-25%
CC1CN(c2nc3ccccn3c(=O)c2/C=C(\C#N)C(N)=O)CC(C)O1 (configuration not stated)	1%	u	-30%	u	-65*	1%	i	0%	10%
COc1ccc(C(=O)OCC(=O)Nc2cc(C)c(C)cc2[N+](=O)[O-])cc1	-33%[inhibitor]	-4%	-18%	7%	-1	-1%	u	0%	x

Taken from the entries so far for reference:
SMILES	SW480 rereplic	KB-3-1 cytotox	HepG2 tox	HT1080-NT tox	IL-1B inflam inh	HT1080 IDH1KD tx	S2 tox	MCF10A rereplic	ATXN2 expr inh
COc1cccc(NC(=O)c2ccc3nc(CCc4ccccc4)oc3c2)c1	x	9%	-34%	x	x	x	i	x	15%
O=C(COc1ccccc1)Nc1ccc2c(c1)nc1n2CCOC1	-28%	27%	9%	5%	3	2%	i	8%	26%

The results go on.
SMILES	SW480 rereplic	KB-3-1 cytotox	HepG2 tox	HT1080-NT tox	IL-1B inflam inh	HT1080 IDH1KD tx	S2 tox	MCF10A rereplic	ATXN2 expr inh
CCOC(=O)CNC(=O)CSc1nnc(-c2ccccc2)c(-c2ccccc2)n1	7%	-4%	-96%	-13%	6	u	i	9%	-22%
COc1ccccc1NC(=O)C/C(N)=N/OCC(=O)Nc1cccc(Cl)c1	-3%	0%	-6%	8%	-2	12%	i	-5%	-7%
COc1cccc(NC(=O)c2ccccc2Br)c1	-2%	3%	-16%	4%	-5	6%	i	12%	x
Cc1ccc(CCNC(=O)C23CN(Cc4ccccc4)CC2C(c2ccc([N+](=O)[O-])cc2)=NO3)cc1 (configuration not stated)	-4%	u	1%	16%	u	-4%	i	-2%	1%
O=C(NCc1cccnc1)c1cc(C2CCCCN2S(=O)(=O)c2ccccc2)on1 (configuration not stated)	x	0%	7%	2%	4	5%	i	x	7%
N#CC(c1ccc(Cl)cc1)c1ncc(C(F)(F)F)cc1Cl (configuration not stated)	4%	7%	0%	0%	8	-2%	i	18%	-2%
O=C(O)CCCC(=O)NS(=O)(=O)c1ccc(Cl)cc1	-3%	0%	2%	10%	27	0%	i	-26%	3%
CC1CCCC(NC(=O)C2N(CCCN3CCCC3)C(=O)C3C(C(=O)Nc4ccc(Cl)cc4)C4C=CC32O4)C1C (configuration not stated)	u	-14%	0%	-7%	-65*	u	i	-21%	-2%
Cc1ccc(C)c(NC(=O)c2ccccn2)c1	-10%	-8%	-18%	7%	-16	1%	i	0%	19%
COc1ccc(CCNC(=O)COC(=O)c2ccc(S(=O)(=O)N3CCCC3)cc2)cc1OC	3%	5%	-7%	2%	1	0%	i	-2%	1%
CCc1nc2oc3ccc(C)cc3c(=O)c2cc1C(=O)OC	-8%	11%	1%	26%	-6	23%	i	-8%	54%[activator]
O=C1CC(c2ccccc2)CC(O)=C1C=NCC1CCCO1 (configuration not stated)	2%	5%	6%	13%	9	19%	i	2%	-2%
CCS(=O)(=O)Nc1c(C)n(C)n(-c2ccccc2)c1=O	-6%	21%	-2%	5%	11	7%	i	2%	12%
O=C(C[C@@H]1C/C=C/CC[C@H](Cc2ccc(F)cc2)C(=O)OCCNC1=O)N[C@H](CO)Cc1ccccc1	-6%	0%	-7%	1%	-6	-1%	i	-5%	-10%
COc1ccc2oc(C(=O)OCC(=O)N(CCC#N)c3ccccc3)c(C)c2c1	1%	0%	-11%	3%	-5	3%	i	15%	-10%
CCC(=O)N1CCc2cc(S(=O)(=O)CCC(=O)N3CCN(c4ccc(F)cc4)CC3)ccc21	u	-10%	0%	-4%	-14	-7%	i	7%	-17%
Cc1cccc(NC(=O)c2sc(Cl)nc2C)c1C	-43%[inhibitor]	u	12%	-3%	4	1%	u	25%	-7%
C=C1CCC(C)C(C)(CCC2=CCOC2=O)C/C=C\C=C/1C(=O)O (configuration not stated)	-2%	17%	-12%	2%	21	0%	i	-6%	5%
CCc1ccc(N(CC(=O)Nc2ccc(OC)cc2OC)S(C)(=O)=O)cc1	-1%	5%	3%	-9%	-13	-4%	i	-3%	4%

Screening data deposited in PubChem by National Center for Advancing Translational Sciences (NCATS).
